AmpC inh det – inhibitors of E. coli AmpC beta-lactamase with detergent; Potency, µM (doses to about 28.7 µM), inactives show at the top dose activity change, negative = inhibition; purified AmpC, nitrocefin hydrolysis with detergent; P00811; 71,000 compounds, 0.09% hits; active = well fitted curve in the direction sought with a large enough effect
Target sequence (P00811 whole entry, looked up): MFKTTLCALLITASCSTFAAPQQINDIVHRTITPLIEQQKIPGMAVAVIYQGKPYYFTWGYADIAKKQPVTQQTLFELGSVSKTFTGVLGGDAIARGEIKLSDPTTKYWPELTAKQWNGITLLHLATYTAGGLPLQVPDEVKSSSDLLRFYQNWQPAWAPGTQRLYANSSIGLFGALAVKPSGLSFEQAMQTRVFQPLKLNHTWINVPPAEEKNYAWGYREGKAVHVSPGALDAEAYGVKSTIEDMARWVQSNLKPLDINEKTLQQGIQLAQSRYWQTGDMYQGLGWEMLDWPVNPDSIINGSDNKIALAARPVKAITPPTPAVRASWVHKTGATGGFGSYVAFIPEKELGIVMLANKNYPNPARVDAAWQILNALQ
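E. coli AmpC (5.3 nM) in 20 mM phosphate pH 7.0 with 0.01% Triton X-100, preincubated 15 min RT with compound; nitrocefin (2 uL of 800 uM stock) hydrolysis followed by 480 nm absorbance every 20 s over 4 min.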
The depositor's hits bear a star; & = joins results of further samples; [ ] = another dose, or the depositor's remark. % is scaled to controls: 0 for no effect and ±100 for the full control effect; potency is read from the fitted curve at half-maximal effect. These rows are one share of the data; rates above refer to the full screens.

SMILES | AmpC inh det
CCOC(=O)C1CCN(C(=O)C2CCN(c3nc4ccc(OC)cc4s3)CC2)CC1 | -2%
CCOC(=O)CNC(=O)C(=O)c1c(O)[nH]c2ccccc12 | -4%
Cc1ccc(S(=O)(=O)c2nc(-c3ccc(F)cc3)oc2SCC(N)=O)cc1 | -6%
Cc1cc(OCC(=O)NC2CCS(=O)(=O)C2)c2c3c(c(=O)oc2c1)CCC3 (stereo not given) | -2%
N#Cc1c(N)nc(-c2ccccc2)nc1-c1ccccc1 | -1%
Cc1csc(SCC(=O)O)n1 | 1%
COc1ccc(OC)c(-c2cc(C(=O)N3CCN(c4ccccc4)CC3)no2)c1 | 4%
O=C1Cc2c([nH]c3ccc(Br)cc23)-c2ccccc2N1 | -4%&-1%
CCn1c(=O)cc(SCC(=O)NCc2ccccn2)c2ccccc21 | -5%
c1ccc2c(c1)ncn2CCn1cnc2ccccc21 | -3%
O=c1n(-c2ccccc2)c(=O)n(Cc2ccccn2)n1Cc1ccccn1 | -6%
CC(C)OC(=O)c1nnc(Cc2ccc(F)cc2)o1 | 13%
COc1cccc(Nc2ncc3nc(CCc4ccccc4)c(=O)n(C[C@H]4CCCO4)c3n2)c1 | -1%
CCOc1ccccc1/C=c1\sc2nc(-c3ccco3)nn2c1=O | 2%
COc1cc(C(=O)OC2CCN(C)CC2)cc(OC)c1OC | -4%
COc1ccc(N(C(=O)c2ccco2)S(=O)(=O)c2cc(OC)ccc2OC)cc1 | -1%
O=C(c1ccc2c(=O)n(-c3ccccc3)c(=O)[nH]c2c1)N1CCN(c2ccc(F)cc2)CC1 | 4%
COc1ccc(CCNC(=O)c2c(O)c3c([nH]c2=O)CCCC3)cc1 | 28%
CC[C@H](C)C(=O)O[C@@H]1C[C@H](C)C=C2C=C[C@H](C)[C@@H](CC[C@H]3C[C@@H](O)CC(=O)O3)[C@H]21 | -5%[12.8 µM]
CCOC(=O)CSc1nc2ccccc2c(=O)n1NC(=O)c1ccccc1 | -4%
O=C(c1ccccn1)N(CC1CCCO1)C1(C(=O)NC2CCCCC2)CCCCC1 (stereo not given) | -2%
COC(=O)c1nc(NC2=NCCCCC2)n[nH]1 | -3%
CCCCCC(=O)N1CCN(CCN=CC2=C(O)CC(c3ccco3)CC2=O)CC1 (stereo not given) | -5%
O=C(O)CSC1CC(=O)N(c2ccc(Cl)cc2)C1=O (stereo not given) | -1%
Cc1oc(-c2ccccc2F)nc1CS(=O)(=O)CC(=O)NCCCN(C)C1CCCCC1 | -1%
COc1ccc(C(=O)N2CCC[C@@]3(CCN(C(=O)Nc4cccc(F)c4)C3)C2)cc1 | -4%
COc1cccc(C2CC(c3ccc(C)cc3)n3nc(N)nc3N2)c1 (stereo not given) | 12%
CC1=Nc2ncnn2C(c2ccccc2)/C1=N\O (stereo not given) | -4%
CC(=O)C1=C(C)NC(=O)NC1c1cccc(O)c1 (stereo not given) | -2%
O=C1c2nc3ccccn3c2C(=O)N1Cc1ccccc1 | -2%
CCOC(=O)C1C(=O)NC(N2CCN(c3ccccc3)CC2)=NC1c1ccco1 (stereo not given) | -2%
Cn1c(NCc2ccco2)nc2c1c(=O)n(Cc1ccc(Cl)cc1)c(=O)n2C | -4%
CCN1CCN(C(=O)COc2ccc(S(=O)(=O)N(C)Cc3ccccc3)cc2)CC1 | -8%
C/C=C1\C[N@@+]2(C)CC[C@@]34C(=C(C=O)[C@H]1C[C@H]32)Nc1ccccc14 | 0%[12.8 µM]
Cc1cc(C(=O)N2CCC(C(F)(F)F)n3nccc32)on1 (stereo not given) | 11%
CCOC(=O)c1ccc(NC(=O)CN2C(=O)CNC2=O)cc1 | -5%
O=C(C1Cc2ccccc2CN1S(=O)(=O)c1cccs1)N1CCCCCC1 (stereo not given) | 18%
CC1CCC/C(=C\Nc2ccc3c(c2)OCO3)C1=O (stereo not given) | -5%
C=CCc1c(C)nc(SC)nc1Nc1ccc(C(=O)O)cc1 | 0%
CCOCCc1nnc(NC(=O)COC)s1 | -1%
CCOC(=O)N1CCN(c2c(N3CCN(c4ccccc4OC)CC3)c(=O)c2=O)CC1 | 12%
CC(C)CC(C(=O)Nc1ccc2c(c1)OCCO2)N1C(=O)c2ccccc2C1=O (stereo not given) | 2%
CCOc1cc(N2CCOCC2)c(OCC)cc1NC(=O)c1ccc(=O)n(Cc2ccccc2)n1 | 13%
COc1ccc(NC(=O)c2cc(=O)c3ccccc3o2)cn1 | -2%
COc1cc(C2C(C#N)=C(N)Oc3c2oc(CO)cc3=O)cc(OC)c1OC (stereo not given) | 8%
Brc1cccc(-c2nnco2)c1 | -4%
CCCc1[nH]nc2c1C(c1cc(OC)ccc1F)C(C#N)=C(N)O2 (stereo not given) | 12%
Nc1[nH]nc2nc(N3CCOCC3)nc(-c3ccccc3)c12 | 12%
Cc1cccc(O)c1C | 9%
c1ccc(-c2ccc(-c3ccccn3)nn2)nc1 | 0%
O=S(=O)(c1ccccc1)N1CCC2(CCCN(Cc3ccccc3)C2)CC1 | 2%
Cc1ccc(S(=O)(=O)N2CCC(C(=O)N[C@H](C(=O)N3CCN(C)CC3)C(C)C)CC2)cc1 | -2%
COc1ccc(N=C2SC(C(=O)O)CC(=O)N2C)cc1 (stereo not given) | -1%
COCC(=O)Nc1ccc(C)c(Cl)c1 | 23%
O=C(CN1C(=O)CC(c2ccccc2)=Nc2ccccc21)NCc1ccco1 | 4%
CS(=O)(=O)N(Cc1cc2ccccc2[nH]c1=O)C1CCCCC1 | -7%
c1nc(NCC2CCCO2)c2[nH]cnc2n1 (stereo not given) | -6%
Cc1ccc(C)c(/C(=N\N=C(N)N)C2CC2)c1 | -3%[5.75 µM]
CCC(=O)NCCn1c(C)cc2ccccc21 | 8%
COC(=O)c1cc(-c2c(C)oc3cc(OC(C)C)ccc3c2=O)c(C)o1 | 10%

More structures follow:
SMILES | AmpC inh det
CCOc1ccc(OCCN2C(=O)NC3(CCCc4ccccc43)C2=O)cc1 (stereo not given) | -3%
CCOC(=O)c1sc(NC(=O)C2CC2)cc1C | 11%
CCN1CCN(C(CNC(=O)c2ccc3c(c2)OCO3)c2cccnc2)CC1 (stereo not given) | 9%
COc1ccccc1N1CCN(Cc2ccc(Br)s2)CC1 | -1%
COCCNc1cc(-c2c(C)noc2C)ncn1 | 2%
CCCCS/C(=C(/C#N)C(N)=O)c1cc2c([nH]1)CCCC2 | 18%
Cc1ccc(-n2ncc3c(=O)n(CC(=O)OCc4ccccc4)cnc32)cc1 | -1%
CC1CCN(CC[C@@H]2CCCN2S(=O)(=O)c2cccc(O)c2)CC1 | -1%
COC(=O)CSc1nc2sc3c(c2c(=O)n1-c1ccccc1)CCN(C)C3 | -2%
CC(C)CCn1c(SCc2ccc(Cl)cc2)nc2c1c(=O)[nH]c(=O)n2C | 10%
CCSC1(SCC)N=C(N)C2(C#N)C(c3ccccc3)NC3=C(CCC3)C12C#N (stereo not given) | -3%
COc1ccc(OC)c(S(=O)(=O)NCc2ccccc2)c1 | -4%
CCOc1ncccc1C(=O)Nc1ccccc1C(=O)NCc1ccc2c(c1)OCO2 | 11%
O=C(Nc1c(C(=O)O)oc2ccc(Br)cc12)c1ccccc1 | 10%
CN(C)CC(C(=O)c1ccccc1)c1ccccc1 (stereo not given) | -3%

A draw from above in order of molar mass, falling.
SMILES | AmpC inh det
CC(C)CCn1c(SCc2ccc(Cl)cc2)nc2c1c(=O)[nH]c(=O)n2C | 10%
CCN1CCN(C(CNC(=O)c2ccc3c(c2)OCO3)c2cccnc2)CC1 (stereo not given) | 9%
Cc1ccc(-n2ncc3c(=O)n(CC(=O)OCc4ccccc4)cnc32)cc1 | -1%
CCCCS/C(=C(/C#N)C(N)=O)c1cc2c([nH]1)CCCC2 | 18%

Additional structures:
SMILES | AmpC inh det
CCCCn1c(CN2CCOCC2)nc2c1c(=O)n(C)c(=O)n2C | 6%
Cc1ccc(-c2nnn(CC(=O)N(c3cccc(O)c3)C(C(=O)NC(C)(C)C)c3cccs3)n2)o1 (stereo not given) | -2%
COC(=O)c1cn(NC(=O)c2cccc(N(C)C)c2)c(=O)c2ccccc12 | -3%
N#CC1=C2SCN(c3ccccc3)CN2C(=O)CC1c1cccs1 (stereo not given) | -5%
O=C(NCCCN1CCOCC1)c1cc(-c2ccccc2)on1 | -3%
O=C(c1cc(-c2ccccc2)on1)N1CCCC1 | -5%
O=C(CCC1CCCC1)N1CCN(S(=O)(=O)Cc2ccccc2)CC1 | -1%
CC1(CC(=O)O)C(=O)N=C2C=CC=CN21 (stereo not given) | -1%
CCC(O)CNc1nc(SC)nc2sc3c(c12)CCN(C)C3 (stereo not given) | -5%
Cc1nnc(SCC(=O)N2CC(=O)Nc3ccccc32)n1-c1ccccc1 | -2%
Cc1cccc(C)c1N | 14%
COc1ccccc1NC(=O)CSc1nnc(CNC(=O)c2ccco2)o1 | -2%
COc1ccccc1-c1cc(C(=O)N2CCCCC2)no1 | -2%
O=C(CCN1CCOCC1)Nc1cccc(Br)c1 | -2%
CCOC(=O)c1cc(-c2cccnc2)nn1-c1ccccn1 | -1%
O=C(COc1ccc(Br)cc1CO)Nc1ccccc1F | -1%
COc1ccc(NC(=O)CC2Oc3ccc(C)cc3NC2=O)cc1 (stereo not given) | 11%
COCCn1cnc2c(c1=O)c1nc3ccccc3nc1n2/N=C/c1cccc(OC)c1OC | 10%
COc1cccc(NC(=O)c2cccc(OC)c2OC)c1 | -6%
O=C(Nc1nnc(N2CCCCCC2)s1)c1cc(-c2ccc(Br)cc2)on1 | 11%
Cc1ccc(N2OC3C(=O)NC(=O)C3C2c2ccco2)cc1 (stereo not given) | 10%
COc1ccc(OC)c(C(=O)C2COC(=O)C2)c1 (stereo not given) | -6%
COC(=O)[C@H](C)[C@@H]1C[C@@]1(C)[C@@H](NC(=O)OCc1ccccc1)c1ccccc1 | 0%
Cc1cccc(OCCCCCNCCO)c1 | -2%
O=C(Cn1cnc2c(oc3ccccc32)c1=O)NCC1CCCO1 (stereo not given) | 0%
Cc1cnc(CNc2ncncc2-c2ccc(N(C)C)cc2)cn1 | 10%
O=C(NCCO)c1ccc(Cl)cc1 | -4%[5.75 µM]
COc1ccc(OCC(=O)Nc2cccc(-c3nc4ccccc4o3)c2)cc1 | -5%
Cc1c(NC(=O)c2cc(=O)[nH]c(=O)[nH]2)c(=O)n(-c2ccccc2)n1C | -1%
CC(C)(C)n1ncc2c(=O)n(Cc3c(F)cccc3Cl)cnc21 | 10%
CCOc1ccc(Cn2nnc(C(=O)NCCc3ccccc3)c2N)cc1 | 10%
O=C(COC(=O)c1ccc(N2CCCC2=O)cc1)NCc1ccco1 | -3%
Cc1ccc2[nH]c(=O)c3cc(C(=O)NCCN4CCN(C)CC4)sc3c2c1 | 10%
CCOC(=O)CSc1ncnc2c1cnn2-c1ccc(Cl)cc1 | 7%
COC(=O)c1ccc(C2c3c(oc4ccccc4c3=O)C(=O)N2CCCN2CCOCC2)cc1 (stereo not given) | 13%
CCOc1cc(S(=O)(=O)NCc2ccc3c(c2)OCO3)c(C)cc1C | -3%
COC(=O)c1ccc(CSc2nnnn2C)o1 | -6%
Cn1c(CCNC(=O)c2ccc(F)cc2)nc2ccccc21 | -2%
CCCCN=c1sc(C(=O)OC)cc(=O)n1CCCC | -1%
N#CCCn1c(=O)c(-c2cccs2)nc2cnc(OCc3ccccc3)nc21 | 1%
CCNC(=O)[C@@H]1O[C@@H](n2cnc3c(N)nc(NCCc4ccc(CCC(=O)O)cc4)nc32)[C@H](O)[C@@H]1O | -4%
CCN(C(=O)COc1ncnc2scc(-c3ccc(F)cc3)c12)C1CCS(=O)(=O)C1 (stereo not given) | -2%
CC(Cc1cccs1)NC(=O)NC1CCCCC1 (stereo not given) | 13%
Cn1c(=O)c2c(nc(N3CCCCC3)n2CCSc2nc3ccccc3o2)n(C)c1=O | -2%
CCc1ncc(C(=O)c2ccc(OC)cc2)n1C | 9%
CC(=O)N1CCC2(CC1)CN(Cc1cc(C(F)(F)F)cc(C(F)(F)F)c1)C2 | -2%
COC(=O)CN(c1ccccc1)S(=O)(=O)c1ccccc1 | -2%
O=C(c1ccco1)N1CCN(c2ncnc3c2cnn3-c2ccccc2)CC1 | -4%

Of the compounds above, these contain a furan ring, fused or not.
SMILES | AmpC inh det
CCOc1ccccc1/C=c1\sc2nc(-c3ccco3)nn2c1=O | 2%
COc1ccc(N(C(=O)c2ccco2)S(=O)(=O)c2cc(OC)ccc2OC)cc1 | -1%
CCCCCC(=O)N1CCN(CCN=CC2=C(O)CC(c3ccco3)CC2=O)CC1 (stereo not given) | -5%
CCOC(=O)C1C(=O)NC(N2CCN(c3ccccc3)CC2)=NC1c1ccco1 (stereo not given) | -2%
Cn1c(NCc2ccco2)nc2c1c(=O)n(Cc1ccc(Cl)cc1)c(=O)n2C | -4%
O=C(CN1C(=O)CC(c2ccccc2)=Nc2ccccc21)NCc1ccco1 | 4%
COC(=O)c1cc(-c2c(C)oc3cc(OC(C)C)ccc3c2=O)c(C)o1 | 10%
O=C(Nc1c(C(=O)O)oc2ccc(Br)cc12)c1ccccc1 | 10%
Cc1ccc(-c2nnn(CC(=O)N(c3cccc(O)c3)C(C(=O)NC(C)(C)C)c3cccs3)n2)o1 (stereo not given) | -2%
COc1ccccc1NC(=O)CSc1nnc(CNC(=O)c2ccco2)o1 | -2%
Cc1ccc(N2OC3C(=O)NC(=O)C3C2c2ccco2)cc1 (stereo not given) | 10%
O=C(Cn1cnc2c(oc3ccccc32)c1=O)NCC1CCCO1 (stereo not given) | 0%
O=C(COC(=O)c1ccc(N2CCCC2=O)cc1)NCc1ccco1 | -3%
COC(=O)c1ccc(CSc2nnnn2C)o1 | -6%
O=C(c1ccco1)N1CCN(c2ncnc3c2cnn3-c2ccccc2)CC1 | -4%

Screening data as filed in PubChem BioAssay.
